PolyA inh = inhibitors of polyadenylation in S. cerevisiae; AID 1875; S. cerevisiae SKY197-pL101 polyadenylation reporter, beta-gal luminescence; efflux-impaired pdr1/pdr3 knockout yeast; score 100 = 6 SD above DMSO; hit rate 0.02% among 300,000; calls only at 12 µM;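 active = lowest replicate activity score at least 50, where 100 means six control SD above control mean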;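 note: yeast exposed to compound for 9 h at 30 °C; higher score means more reporter readthrough which indicates perturbed polyadenylation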
GSK3B inh = blocks human GSK3beta kinase activity; GST-GSK3beta kinase, ADP-Glo luminescence, 60 min; stronger effect = lower value; hit rate 0.038% among 300,000; activity score (negative = inhibition), % at 10 µM;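 active = more than half of replicate wells score below -50%, meaning over 50% inhibition versus plate controls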;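 note: 0% = median DMSO wells and -100% = median GW8510 positive control wells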
Target sequence (P49841 whole entry, looked up): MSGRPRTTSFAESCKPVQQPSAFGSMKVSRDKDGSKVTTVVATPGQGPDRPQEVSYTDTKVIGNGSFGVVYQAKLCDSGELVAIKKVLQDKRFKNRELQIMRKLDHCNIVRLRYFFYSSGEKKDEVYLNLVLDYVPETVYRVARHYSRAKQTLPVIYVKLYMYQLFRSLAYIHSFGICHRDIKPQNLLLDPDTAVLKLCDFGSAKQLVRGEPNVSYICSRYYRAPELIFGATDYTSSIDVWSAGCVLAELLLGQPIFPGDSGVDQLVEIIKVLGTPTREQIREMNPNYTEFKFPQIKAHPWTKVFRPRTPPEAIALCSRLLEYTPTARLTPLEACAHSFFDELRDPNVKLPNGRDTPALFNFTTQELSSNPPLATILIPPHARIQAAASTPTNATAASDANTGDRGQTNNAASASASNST
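Test system – GST-tagged human GSK3beta kinase, cell-free · Incubation – 60 min enzyme reaction, room temperature · Signal – ADP-Glo luminescence · Also added – peptide substrate and ATP at 25 µM · Controls – DMSO neutral wells and GW8510 at 20 µM as positive · Buffer or medium – Tris/MgCl2 kinase buffer · Measure – Luminescence-derived activity versus plate DMSO and GW8510 wells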
IEC-6 cytotox = IEC-6 cytotoxicity, counter-screen for KLF5 inhibitors; luminescence viability; inhibition, % at 5 µM; hit rate 0.78% among 290,000; in the data active = inhibition above about 22%;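 note: 0% = plate median of test compound wells and 100% = cytotoxic reference compound wells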
aSyn 5UTR inh = 5' untranslated region of α-synuclein, MLPCN primary screen; inhibition, % (tested at 7.5 µM); hit rate 0.82% among 300,000; alpha-synuclein 5'UTR reporter, inhibitor activity; in the data active = inhibition above about 60%;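 note: H4 neuroglioblastoma cells stably carrying SNCA 5'UTR luciferase fusion; 0% = DMSO wells and 100% = positive control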
HSF1 inhib = HSF1 inhibition | NIH3T3-HGL HSE-luciferase, MG132-induced, luminescence 8 h; stronger effect = lower value | activity change, negative = inhibition, % at 7.5 µM (by protocol) | hit rate 0.77% among 300,000 | AID 2098;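 active = more than half of replicate wells show activity change below -50%, luminescence cut by over half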;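 note: luciferase reports HSF-1 transcriptional activity via heat shock element; 0% = median of DMSO wells and -100% = zero luminescence signal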
AI-2 QS mod = modulators of Vibrio harveyi AI-2 quorum sensing system; Vibrio harveyi JMH597 AI-2 luminescence/OD600 ratio, 9 h; stronger effect = lower value; strain lacks LuxN and CqsS sensors; 0 = neutral-control median; activity change, % at 7.5 µM; hit rate 0.4% among 300,000; in the data active = activity change below about -75%, passing the limit was not always enough;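 note: luminescence divided by OD600 gain over 9 h not by final OD600 alone; inactives centre near 13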
HSP90 refold inh = inhibitors of HSP90 luciferase refolding in rabbit reticulocyte lysate. luciferase refolding luminescence, 3 h. inhibition, % at 5.6 µM. hit rate 0.91% among 290,000;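 active = inhibition above the screen-wide mean plus 3 SD, computed separately per campaign, cut at about 16% in these data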;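 note: 0% = DMSO wells and 100% = 60 µM geldanamycin wells; inhibitors lower the luminescence because luciferase stays unfolded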
KLF5 inh = suppresses KLF5 promoter-driven expression; inhibition, % at 5 µM; DLD-1 KLF5 promoter-luciferase reporter, luminescence; hit rate 0.23% among 290,000;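 active = inhibition above a per-plate limit of that plate's mean compound inhibition plus 3 SD, cut at about 60% in these data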;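 note: 0% = DMSO wells and 100% = LY294002 at 200 µM; higher means less KLF5 promoter-driven luciferase light; inactives centre near -14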
HSF1 activator = increases HSF-1 driven luciferase reporter signal; NIH3T3-HGL HSF-1 luciferase reporter, MG132, 8 h; 100% = twice DMSO control signal; activation, % at 9 µM; hit rate 1.7% among 300,000;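 active = mean replicate activation of at least 50% with a set share of replicates each reaching 50%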;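 note: 0% = median of the neutral control wells and 100% = twice that signal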
GSK3A inh = blocks human GSK-3 alpha kinase; ADP-Glo luminescence, 60 min; hit rate 0.1% among 320,000; inhibition, % at 10 µM; AID 2650;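 in the data active = inhibition above about 50%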;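 note: GST-tagged GSK-3 alpha with peptide substrate and 25 µM ATP; 0% = DMSO neutral wells and 100% = GW8510 positive control wells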
Target sequence (P49840 whole entry, looked up): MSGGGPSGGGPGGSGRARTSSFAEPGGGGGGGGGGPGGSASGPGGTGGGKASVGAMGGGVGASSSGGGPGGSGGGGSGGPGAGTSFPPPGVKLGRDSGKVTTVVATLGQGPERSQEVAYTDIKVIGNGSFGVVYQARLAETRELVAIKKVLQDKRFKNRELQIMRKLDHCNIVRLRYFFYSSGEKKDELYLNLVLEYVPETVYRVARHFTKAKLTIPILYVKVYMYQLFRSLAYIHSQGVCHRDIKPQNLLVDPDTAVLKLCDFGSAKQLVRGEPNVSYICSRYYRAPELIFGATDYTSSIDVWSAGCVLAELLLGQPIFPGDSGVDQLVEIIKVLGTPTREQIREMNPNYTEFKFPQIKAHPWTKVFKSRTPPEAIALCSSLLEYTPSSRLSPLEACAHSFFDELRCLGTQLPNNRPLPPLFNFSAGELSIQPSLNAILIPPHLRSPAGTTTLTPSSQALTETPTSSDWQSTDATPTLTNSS
* hit, by the source's call; i = inactive; nt = no result given. These rows are one share of the data (hit frequency here may not be typical).

The opening 7 entries, ahead of the listing:
SMILES	PolyA inh	GSK3B inh	IEC-6 cytotox	aSyn 5UTR inh	HSF1 inhib	AI-2 QS mod	HSP90 refold inh	KLF5 inh	HSF1 activator	GSK3A inh
CCOC(=O)c1ccc2c(c1)N(CC)C(=O)c1ccccc1S2	i	-2	-5	12	4	21	-2	-10	39	1
COC(=O)Cn1nc(-c2ccccc2)c2cc(Cl)ccc21	i	1	1	7	1	21	-4	-9	14	-2
COc1ccc(C(=O)NC(C)c2ccc(-n3ccnc3)cc2)cc1[N+](=O)[O-] (stereo unspecified)	i	1	4	1	-7	11	3	0	-16	-2
O=C(c1ccc2c(=O)n(-c3ccccc3)c(=O)[nH]c2c1)N1CCCCC1	i	2	-6	5	-12	3	0	-13	6	-3
CCOC(=O)c1c(C)[nH]c(C)c1S(=O)(=O)N1CCN(c2cccc(C)c2)C(C)C1 (stereo unspecified)	i	-5	-2	13	40	23	-2	13	87*	2
COc1cc(C2NC(=O)NC(O)(C(F)(F)F)C2C(=O)c2cccs2)ccc1O (stereo unspecified)	i	3	-7	-26	16	30	-5	-56	23	-6
COc1ccc(N(C(=O)Cn2nnc3ccccc32)C(C(=O)NCc2ccco2)c2cccnc2)cc1 (stereo unspecified)	i	1	4	3	1	18	3	-15	15	2

The listing, repeating the preview:
SMILES	PolyA inh	GSK3B inh	IEC-6 cytotox	aSyn 5UTR inh	HSF1 inhib	AI-2 QS mod	HSP90 refold inh	KLF5 inh	HSF1 activator	GSK3A inh
CCOC(=O)c1ccc2c(c1)N(CC)C(=O)c1ccccc1S2	i	-2	-5	12	4	21	-2	-10	39	1
COC(=O)Cn1nc(-c2ccccc2)c2cc(Cl)ccc21	i	1	1	7	1	21	-4	-9	14	-2
COc1ccc(C(=O)NC(C)c2ccc(-n3ccnc3)cc2)cc1[N+](=O)[O-] (stereo unspecified)	i	1	4	1	-7	11	3	0	-16	-2
O=C(c1ccc2c(=O)n(-c3ccccc3)c(=O)[nH]c2c1)N1CCCCC1	i	2	-6	5	-12	3	0	-13	6	-3
CCOC(=O)c1c(C)[nH]c(C)c1S(=O)(=O)N1CCN(c2cccc(C)c2)C(C)C1 (stereo unspecified)	i	-5	-2	13	40	23	-2	13	87*	2
COc1cc(C2NC(=O)NC(O)(C(F)(F)F)C2C(=O)c2cccs2)ccc1O (stereo unspecified)	i	3	-7	-26	16	30	-5	-56	23	-6
COc1ccc(N(C(=O)Cn2nnc3ccccc32)C(C(=O)NCc2ccco2)c2cccnc2)cc1 (stereo unspecified)	i	1	4	3	1	18	3	-15	15	2
CCOc1ccc2nc(NC(=O)C3CCCO3)sc2c1 (stereo unspecified)	i	0	-1	-48	13	-4	4	-170	19	2
CS(=O)(=O)N(CC(=O)NCc1ccncc1)c1cc(Cl)ccc1Cl	i	-1	-3	-7	-4	-5	4	-12	12	-1
CCC(=O)Nc1ccc(C(=O)NNC(=O)COc2cc(C)ccc2C)cc1	i	1	-4	12	-10	1	-1	-17	-8	-2
O=S(=O)(NCc1ccc2c(c1)OCO2)c1ccc(F)c(F)c1	i	-4	-6	9	-3	12	1	4	-4	-2
CCN(CC)C(=O)Cn1cnc2ccccc2c1=O	i	-1	6	0	3	2	-1	4	13	-2
CCOc1ccc(-c2nnc(SCC(=O)N3CCN(c4ccccc4)CC3)o2)cc1	i	-25	-1	8	-2	24	-4	23	5	nt
O=C(c1ccc(-c2ccc([N+](=O)[O-])cc2)o1)N1CCCC(C(F)(F)F)C1 (stereo unspecified)	i	-2	nt	-58	5	6	nt	nt	12	4
CCCCCN(C(=O)CCC(=O)OCC(=O)N(C)Cc1ccc(C)cc1)c1c(N)n(CCCC)c(=O)[nH]c1=O	i	3	0	14	-3	12	-1	-20	-6	0
COc1ccccc1CNC(=O)CCNS(=O)(=O)c1ccc2c(c1)oc(=O)n2C	i	-1	-1	-2	2	10	-2	2	33	-1
O=C(O)CCN1C(=O)C2C3CC(C2C1=O)C1C(c2ccccc2)c2sc(=O)n(-c4ccccc4)c2SC31 (stereo unspecified)	i	2	6	4	-1	5	-1	-26	-11	-7
COc1ccc(C(=O)Nc2cccc(NC(=O)c3cccs3)c2)cc1OC	i	1	6	3	-3	15	-4	-36	5	0
Cc1ccc(C(=O)NC(=S)NNC(=O)c2ccc([N+](=O)[O-])cc2)cc1	i	-2	1	-6	-3	-86*	0	-22	-1	-2
NS(=O)(=O)c1ccc(NC(=O)c2ccc(S(=O)(=O)N3CCOCC3)o2)cc1	i	-1	-8	17	-3	18	4	-8	12	-2
c1cn2cc(-c3ccc4c(c3)OCO4)nc2s1	i	-5	6	-137	-2	12	7	-145	14	nt
Nc1nonc1-n1nnc(C(=O)N/N=C/c2ccccc2)c1CN1CCc2ccccc21	i	0	-1	-7	7	25	13	-22	-7	-3
O=C(c1ccc2c(c1)OCO2)N(c1ccc(Cl)cc1)C1C=CS(=O)(=O)C1 (stereo unspecified)	i	1	7	8	-2	18	1	3	-5	-3
CC1(C)Cc2c(sc3c2C(=O)N(c2ccccc2)C2=NCCN23)CS1	i	-2	-2	-20	-3	18	2	-2	2	-1
Clc1ccc(-c2nnc(NCc3ccccc3)c3ccccc23)cc1	i	-2	-4	8	12	-1	0	-11	35	-2

Limited to KLF5 inh, AI-2 QS mod and GSK3B inh, for some of the entries so far:
mol	KLF5 inh	AI-2 QS mod	GSK3B inh
NS(=O)(=O)c1ccc(NC(=O)c2ccc(S(=O)(=O)N3CCOCC3)o2)cc1	-8	18	-1
c1cn2cc(-c3ccc4c(c3)OCO4)nc2s1	-145	12	-5
Nc1nonc1-n1nnc(C(=O)N/N=C/c2ccccc2)c1CN1CCc2ccccc21	-22	25	0

(cont.)
SMILES	PolyA inh	GSK3B inh	IEC-6 cytotox	aSyn 5UTR inh	HSF1 inhib	AI-2 QS mod	HSP90 refold inh	KLF5 inh	HSF1 activator	GSK3A inh
CCOC(=O)C1=C(C)NC(=O)NC1c1cccs1 (stereo unspecified)	i	3	0	-8	2	8	5	9	3	-1
CCCCn1c(N)c(NCc2ccccc2OC)c(=O)[nH]c1=O	i	1	1	1	1	16	-2	-28	6	0
CC(C)N(C)CCOC(=O)c1ccccc1Br	i	4	1	-14	-8	4	3	2	-8	5
COc1ccccc1NC(=O)C1CC(=O)OC1c1ccccc1 (stereo unspecified)	i	-2	-7	-2	0	17	0	8	23	-1
O=C1NC(=O)C2(COC(c3cccc([N+](=O)[O-])c3)OC2)S1 (stereo unspecified)	i	-1	-3	7	12	25	-1	-30	37	-1
COc1cccc(-c2c(NC(=O)c3ccco3)oc3ccc(Cl)cc3c2=O)c1	i	4	1	-3	-3	13	1	5	-1	-1
CC1CC(C)CN(S(=O)(=O)c2ccc(Cl)cc2)C1 (stereo unspecified)	i	1	-6	-4	2	24	-1	-22	-26	-2
O=C(CCN1CCCCO1)N1CCCC(N2CCN(c3ccc(F)cc3)CC2)C1 (stereo unspecified)	i	-4	-2	3	-1	4	0	-23	14	-2
Cc1cccc(NC(=O)/C=C/c2ccc3c(c2)OCO3)n1	i	-10	8	-88	6	4	23*	-89	24	2
O=c1[nH]c(=O)n(C2CCCO2)cc1Br (stereo unspecified)	i	4	-2	5	-4	13	-1	-22	3	2
Cc1nonc1NC(=O)CSc1nc2ccccc2cc1C#N	i	1	5	-91	9	17	4	-48	23	-1
C=C(C)C(=O)Nc1cccc(C2=NOC3(C2)C[C@H](C(N)=O)N(C(=O)CC)C3)c1 (stereo partly specified)	i	1	nt	-2	-8	1	nt	nt	-21	-1
CCN(CC)C(=O)COc1ccc2oc(-c3ccco3)cc(=O)c2c1	i	2	-1	-15	7	17	-3	-24	10	-1
O=C(/C=C/Nc1ccccc1OC(F)(F)F)C(F)(F)F	i	2	7	14	-4	15	2	-34	-3	-4
COc1ccc(-c2nn(CC(=O)Nc3ccc(Cl)c(Cl)c3)c(=O)c3ccccc23)cc1	i	3	-9	13	-6	5	1	-22	4	-1
CCOC(=O)c1nnn(CC(=O)Nc2ccccc2)c1C(=O)OCC	i	0	-1	-1	-5	25	-2	-15	2	-5
C/C(=N\N=C(N)N)c1ccc(Cl)cc1	i	0	2	8	-3	9	4	-17	3	2
COC(=O)c1ccc(C(=O)Nc2ccc3c(c2)C(=O)NC3=O)cc1	i	1	0	-9	2	9	3	-4	-2	-2
O=C1c2ccccc2C(=O)N1CCCCSc1nnc2ccccn12	i	2	0	-13	6	12	1	-1	12	-1
CC(C)C(c1nnnn1CCc1ccccc1)N1CCN(C(=O)c2ccco2)CC1 (stereo unspecified)	i	-3	-1	-3	13	12	2	-6	18	nt
COc1ccc2[nH]c(C(=O)Nc3ccc4c(c3)OCO4)cc2c1	i	1	4	-134	12	nt	-3	-70	25	0
COc1cc(NC(=O)COC(C)=O)cc(OC)c1OC	i	-1	-3	-20	-2	35	1	3	3	-2
CCOc1ccc(C(=O)NC(=S)Nc2ncccc2C)cc1[N+](=O)[O-]	i	1	4	-45	-2	11	4	-2	14	1
COc1ccc(C(=O)N2CCN(c3ccccc3)CC2)cc1S(=O)(=O)N1CCCC1	i	2	2	-1	1	29	-2	-6	4	-2
CCN1CCc2c(sc(NC(=O)CN3C(=O)c4ccccc4C3=O)c2C(N)=O)C1	i	-3	4	-35	-1	13	-3	-18	-3	-1
More records.
SMILES	PolyA inh	GSK3B inh	IEC-6 cytotox	aSyn 5UTR inh	HSF1 inhib	AI-2 QS mod	HSP90 refold inh	KLF5 inh	HSF1 activator	GSK3A inh
Cc1ccccc1NC(=O)CN1C(=O)CSc2ccc(S(=O)(=O)N3CCCCC3)cc21	i	-4	-4	23	4	52	1	1	10	-1
COC(=O)c1c(C)[nH]c(C(=O)OCc2ccc(F)cc2)c1C	i	1	-6	-189	35	16	0	-60	40	-2
CCOC(=O)C1C(c2ccc(O)c(OC)c2)NC(=O)NC1(O)C(F)(F)F (stereo unspecified)	i	1	-3	-14	2	18	3	-22	33	5
CCN1CCN(C(=O)NC2CCCCC2)CC1	i	1	-6	17	-3	17	7	-30	2	-2
COc1cccc(/C=N/NC(=O)c2nnn(-c3nonc3N)c2CN(C)c2ccccc2)c1	i	-1	0	-19	-1	29	2	-7	2	8
Cc1ccc(C(=O)Nc2cccc(NC(=O)c3ccc(C)o3)n2)o1	i	5	-9	-4	-4	19	-2	-21	-1	-2

Some of these compounds in order of the AI-2 QS mod value, low to high:
compound,AI-2 QS mod
C=C(C)C(=O)Nc1cccc(C2=NOC3(C2)C[C@H](C(N)=O)N(C(=O)CC)C3)c1 (stereo partly specified),1
O=C(O)CCN1C(=O)C2C3CC(C2C1=O)C1C(c2ccccc2)c2sc(=O)n(-c4ccccc4)c2SC31 (stereo unspecified),5
O=C(c1ccc(-c2ccc([N+](=O)[O-])cc2)o1)N1CCCC(C(F)(F)F)C1 (stereo unspecified),6
